# KDM5B inh = Primary screen for KDM5B Histone Demethylases FDH-coupled qHTS; Lysine-specific demethylase 5B (Homo sapiens), Q9UGL1; KDM5B demethylase, FDH-coupled NADH fluorescence (FDH is formaldehyde dehydrogenase); Potency, µM (series often up to 57.7 µM), inactives show at the top dose activity change, negative = inhibition, hits mostly inhibitors; 220,000 compounds, 2.6% hits; AID 1347165, 2019; active = well fitted inhibition curve with a large enough effect; inconclusive = small, poorly fitted or top-dose-only effect; inactive = no such curve, though single readings can be large or run the other way; also: 0% is about no effect; nearly all actives have a fitted effect of over 70% in size
#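 Measured: NADH fluorescence change, 30 min, RT. System: KDM5BΔAP 200 nM final, H3K4me3 peptide, α-KG, Fe(II), ascorbate, NAD⁺ plus FDH, pH 7.5 HEPES. Compounds: titrated, 10 min pre-incubation with enzyme.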
# * marks the source's active call; other numbers are inactive results; i = inactive; ? = inconclusive; & = joins results of further samples; [ ] = remark or other dose. Potency is read from the fitted curve at half-maximal effect. Not all compounds are listed (hit frequency here may not be typical).
Structure	KDM5B inh
COc1ccc(-c2cnn3c(C)cc(C)nc23)cc1S(=O)(=O)NCc1ccccc1C(F)(F)F	?
Fc1ccc(F)c(CNCCN2CCCC2)c1	13%
O=C(C1CC1)N1CCN2C(=O)NC[C@H]2C1	0%[149 µM]
Cc1ccccc1NC(=O)CSc1nc2ccc(NC(=O)c3cccs3)cc2s1	i
O=C(NC1CC1)c1ccc(CN(C2CC2)S(=O)(=O)c2ccc3c(c2)CCCC3)cc1	23%
COc1cccc(NS(=O)(=O)c2ccc3[nH]cc(C(=O)N(C)C4CCCCC4)c(=O)c3c2)c1	?
CCN1CCN(c2nc(SC)nc(-c3ccc(Cl)cc3)c2C#N)CC1	-19%
COc1cccc(NC(=S)N2CCN(S(=O)(=O)c3ccc(F)cc3)CC2)c1	28%
Cc1ccc2nc(NC(=O)CSc3[nH]c(=O)ncc3C)sc2c1	2%
CCOC(=O)/C(C#N)=C/N=CN(C)C	2%
Nc1c(C(=O)NCc2ccco2)nnn1-c1ccccc1	19%
Cc1cnc(C(=O)NC2C[C@H]3CC[C@@H](C2)N3C(=O)c2ccc(OC(C)C)cc2)cn1 (stereo partly specified)	0%
N#Cc1cccc(NC(=O)N[C@H]2CO[C@H]3[C@@H]2OC[C@@H]3Nc2nccc(C3CCCC3)n2)c1	?
COC(=O)CNC(=O)N1CCN(C(=O)N2CC3CC(C2)[C@H]2CCCC(=O)N2C3)CC1 (stereo partly specified)	16%
CCc1cc(=O)n(CC(=O)NCc2ccc(OC)c(OC)c2)c(-c2ccccc2)n1	15%
CCOc1ccccc1NC(=O)COc1ccc2c(c1)OCO2	1%
CC(Nc1ccccc1[N+](=O)[O-])c1cccc(S(N)(=O)=O)c1 (stereo unspecified)	17%
Cn1ncc(N2CCCC(CC(=O)NCc3ccccc3F)C2)cc1=O (stereo unspecified)	-6%
CC(NC(=O)c1ccc2c(c1)CC(=O)N2C)c1ccccc1 (stereo unspecified)	-16%
CCc1cnc(C)nc1N1CCC(Oc2ccccc2OC)(C(=O)O)CC1	6%
Cc1nc2nc(SCc3nc4ccccc4[nH]3)[nH]c2cc1Br	?
COc1ccc(-c2cn3c(n2)sc2cc(C(=O)NC(C)C45CC6CC(CC(C6)C4)C5)ccc23)cc1 (stereo unspecified)	?
OCC1(Cc2ccc(F)cc2F)CCCN(c2cnc3ccccc3n2)C1 (stereo unspecified)	28µM*
NCc1ccc(-c2cccc(C(F)(F)F)c2)cc1	0%[149 µM]
CN(Cc1cc(C[C@@H]2C[C@H](NCc3cccnc3)C2(C)C)no1)c1ccccc1	?
O=C(NCC1CN(C(=O)c2cccc(Cl)c2)CC12CN(c1ccccc1)C2)C1CC1 (stereo unspecified)	-14%[86.2 µM]
O=S(=O)(NCC1CCOCC1)c1cccnc1	23%
Fc1ccccc1-c1cc2c(cn1)CN(Cc1ccncc1)CCN2	?
O=C(c1ccc(N2CCCS2(=O)=O)cc1)N1CCN(c2ccccc2)CC1	23%
CN(C)c1ccc(C(=O)N[C@H]2C[C@H]3C(=O)NC[C@@H](CCC(=O)NCc4cccs4)N3C2)cc1	?

# (next part)
Structure	KDM5B inh
O=C(NC1CCCC1)c1cc(-c2ccccn2)nc2c(Cl)cccc12	16%
COc1ccccc1-c1cnc(Nc2ccc(CN3CCN(C)CC3)cc2)c2c1CCO2	35µM*
Cc1cnc(C(=O)N2CCC(F)(c3nc(-c4ccncc4)no3)CC2)cn1	31%[activator]
COc1cc(C(=O)NCC(c2ccc(N(C)C)cc2)N2CCc3ccccc32)cc(OC)c1OC (stereo unspecified)	?
COc1cc(Cl)c(NC(=O)c2ccc3c(=O)n4c(nc3c2)CCCCCC4)cc1OC	5%
CCCOC(=O)c1ccc(Oc2coc3cc(OC(=O)N4CCOCC4)ccc3c2=O)cc1	7%
COc1ccc(C(=O)N2CCc3nc(C(C)C)nc(-c4ccc(Cl)cc4)c3CC2)cc1	-4%[115 µM]
COc1ccc(NC(=O)c2cc3cc(Br)ccc3oc2=O)cc1	20%
CC(C)(C)c1cc(/C=C2\NC(=O)NC2=O)cc(C(C)(C)C)c1O	-6%
CCC(=O)c1ccc(OC(=O)c2ccc(C)c(Br)c2)cc1	19%
O=C(Cn1nc(-c2ccc(Cl)cc2)ccc1=O)NCCc1ccccc1	?
CCOC(=O)C1CCN(C(=O)c2cn3ccnc(-c4ccc(OC)cc4)c3n2)CC1	25µM*
COCCn1c(=O)c2c(nc(-n3nc(C)c(C)c3C)n2Cc2ccc(F)cc2)n(C)c1=O	-14%
COc1ccc(N(Cc2nc3nc(C)cc(=O)n3[nH]2)C(=O)c2ccccc2F)cc1	16%
O=C(O)c1ccc(Nc2nc(-c3ccc(Cl)cc3)cs2)cc1O	-10%
COc1cccc(-n2cc(C(=O)NCCc3cccc(C)c3)c3ccccc3c2=O)c1	?
Clc1ccc(-c2nnc(CSc3nnc4ccccn34)o2)cc1	23%
Cn1cc(C2c3ccccc3C(=O)N2CC(=O)NCc2ccccc2)c2ccccc21 (stereo unspecified)	4%
CN(C(=O)CN1C(=O)NC2(CCOCC2)C1=O)c1ccccc1	-5%
CCOCCCNCc1ccc(C)cc1	-16%
COc1ccc(N2CCN(S(=O)(=O)c3ccc4c(c3)C(C(C)C)C(=O)N4)CC2)cc1 (stereo unspecified)	?
CCCCSc1nc2c(c(=O)n(C)c(=O)n2C)n1Cc1ccc(Br)cc1	13%
N#Cc1nc(-c2ccc([N+](=O)[O-])cc2)oc1N1CCCC1	-14%
Cc1ccc(NS(=O)(=O)c2ccc(C)c(C(=O)N(C)C)c2)cc1	4%
CCOC(=O)N1CCN(S(=O)(=O)c2cc(OCC)c(C)cc2OCC)CC1	14%
CNC(=S)N/N=C/c1c(C)cccc1Cl	9%
Cc1ccc(C(=O)CC(C(=O)c2ccc(C)cc2)S(=O)(=O)c2ccc(C)cc2)cc1 (stereo unspecified)	-5%
COCc1cccc(-c2n[nH]c3c2CC(=O)N(Cc2ccc(OC)cc2)C3)c1	-19%[86.2 µM]
COc1ccc(NC(=O)O[C@@H]2CO[C@H]3[C@@H]2OC[C@@H]3NC(=O)c2ccc(OC)cc2)cc1	9%[86.2 µM]
CCN(CC)c1cc(CCC(=O)NCc2ccccc2C)ccn1	?

# Next results follow:
Structure	KDM5B inh
CN(Cc1cccs1)C(C(=O)NC1CC1)c1ccccc1 (stereo unspecified)	22%
NC(=O)CCS(=O)(=O)CCN1CCCC1c1cccc(Cl)c1 (stereo unspecified)	3%
CCCOC(=O)C1=C(C)N(C)C(=O)NC1c1cc(Cl)c(O)c(OC)c1 (stereo unspecified)	12%
COC(=O)c1ccc(C2NC(=O)NC(C)=C2C(=O)N(C)C)cc1 (stereo unspecified)	13%
CCCc1ncncc1C(=O)N1CCCC(CCc2ccc(F)cc2)C1 (stereo unspecified)	-3%
COCC(=O)N[C@H]1CO[C@H]2[C@@H]1OC[C@H]2O	4%[115 µM]
COc1cc(-c2onc(C)c2C(=O)NC2Cc3ccccc3C2)cc(OC)c1OC	32µM*
CC1(c2ccccc2)N(Cc2ccccc2)C(=O)OC12CCN(C(=O)CN1CCOCC1)CC2 (stereo unspecified)	-24%
Cc1ccc(C)c(CN2C(=O)CSc3ccc(C(=O)NCc4ccccc4)cc32)c1	18%
Cc1ccc(Cl)cc1NC(=O)C1CCN(S(=O)(=O)c2cccc3nonc23)CC1	-13%
O=c1c2ccc(Cl)cc2ncn1Cc1ncc(-c2ccccc2)o1	2%
CCc1ccc(NC(=O)CN2C(=O)c3ccccc3Sc3ccc(C(=O)N4CCCC4)cc32)cc1	-23%
Clc1cc(NC2CCCCCC2)n2nccc2n1	-11%[86.2 µM]
N#Cc1ccc(CN2CCN(Cc3nnsc3Cl)CC2)cc1	15%
Nc1nc(CN2CCN(c3ccc(F)cc3)CC2)nc(N2CCCc3ccccc32)n1	8%
Cc1c(F)cccc1NC(=O)N1CCC(Oc2ncccc2C(=O)N2CCOCC2)C1 (stereo unspecified)	31%
CCOc1ccc(/C=C/c2nc(C#N)c(N3CCC(C)CC3)o2)cc1	-3%&-23%
CNC(=O)[C@H]1C[C@H](Oc2ccccc2)CN1C(=O)Cn1ccnc1	5%
CCOC(=O)COc1ccc2c(=O)c(Oc3ccc(C(=O)OCC)cc3)c(C)oc2c1	17%
Cc1ccc(CNS(=O)(=O)c2cc3c(cc2C)N(C)CCO3)cc1	-27%
O=C(CCC1CCCC1)Nc1ccc2ccccc2c1	13%
O=C(Cc1cccs1)NCc1cccc(Br)c1	31%[activator]
CSc1nnc(-c2ccccc2NC(=O)c2cccc(S(=O)(=O)N3CCCCCC3)c2)o1	4%
COc1ccccc1CCNC(=O)C(=O)NCC(c1cccs1)S(=O)(=O)c1cccs1 (stereo unspecified)	-29%
CCCCOc1ccc(OC(=O)c2sc3ncn(Cc4cccc(F)c4)c(=O)c3c2C)cc1	12%
CC(=O)Nc1ccc(NC(=O)C(C)Sc2nc3nc(C)cc(C)n3n2)cc1 (stereo unspecified)	10%
CC(C)(C)c1cccc(C2(O)C(=O)c3ccccc3C2=O)c1O	-24%
COc1cccc(NC(=O)C2CCCN(S(=O)(=O)c3cccc4nonc34)C2)c1 (stereo unspecified)	-11%
COc1ccc(C(=O)N2C[C@@H](CO)[C@H](c3ccncc3)C2)c(C)c1	8%
Fc1ccc(Nc2cnc3ccc(N4CCOCC4)nn23)cc1F	?

# The list goes on.
Structure	KDM5B inh
Cc1cc(=O)oc2cc(OS(=O)(=O)c3ccc(Br)cc3Cl)ccc12	-15%
O=C(CN(Cc1ccccc1Cl)C(=O)c1csnn1)NCc1ccc(F)cc1	-20%
Cc1oc(-c2ccccc2)nc1CC(=O)NC(C)c1ccco1 (stereo unspecified)	-3%
C/C(=N\NC(=O)c1ccc(OC2CCCC2)cc1)c1ccc(O)cc1	-1%
COc1ccc(-c2cc(N3CCN(C(=O)c4ccccc4Br)CC3)n[nH]2)cc1	?
Cn1nc(C(=O)NCC2CCN(C3CC3)C2)c2ccccc2c1=O (stereo unspecified)	6%
Cc1c(-c2ccccc2)c(=O)oc2c(CN3CCCC3)c(O)ccc12	i
COc1cc(Cl)c(C)cc1NC(=O)Cn1c(C)c2cnn(-c3ccccc3)c(=O)c2c1C	-9%
CC(=O)N1CCc2c(n(Cc3cccnc3)n(CCc3ccccc3)c2=O)C1	-4%[86.2 µM]
Cc1ccccc1OC(=O)/C=C/c1ccccc1	4%
CN(C)S(=O)(=O)N(CC(=O)NC1CCCCCC1)c1ccccc1	8%
Cc1ccc(OCc2nc3ccccc3n2Cc2ccccc2Cl)cc1	8%
Cc1ccc(CN2CCc3nc(N4CCN(c5ccccc5F)CC4)ncc3C2)s1	?
Cc1ncccc1C(=O)N1CCC(N2C[C@H](O)C[C@H]2C(=O)NC2CCCCC2)CC1	5%
COc1ccc(CCC(=O)N2CC[C@H](CO)[C@H](O)C2)cc1OC	-8%
CCCCC(=O)N1c2ccccc2C(C)(c2ccccc2)CC1(C)C (stereo unspecified)	1%
CCCn1c(CCC(=O)Nc2cccc(C)c2C)nc2cccnc21	-29%
CC(C)NC(=O)[C@@H]1C[C@@H](N)CN1C(=O)c1cccc2ccccc12	13%
O=C(/C=C/c1cccc(Oc2ccc(Cl)cc2)c1)c1ccccc1	23%
Cn1c([C@H]2CCN(Cc3ccc(Cl)cc3)C2)nc2ccccc21	-24%[86.2 µM]
CCOC(=O)/C(C#N)=C/C1=C(N2CCOCC2)CC(C)(C)OC1	-3%
C#CCSc1nc2sc3c(c2c(=O)n1-c1cccc(OC)c1)CCN(C(C)=O)C3	?
Cc1nc(N2CCCC2)c2c(C(=O)NCc3ccco3)c(C)oc2n1	4%
COc1cc(NC(=O)C(Cc2ccccc2)n2cccc2)cc(OC)c1 (stereo unspecified)	10%
O=C(NC1CCN(c2cc(-c3ccccc3)[nH]n2)C1)c1ccccc1Cl (stereo unspecified)	-30%
Cc1cnc(CCNC(=O)Nc2ccc3c(c2)OCCO3)n1C1CC1	-8%
COCc1cc(=O)[nH]c(N2CCN(Cc3ccc4c(c3)OCO4)CC2)n1	10%
COc1ccc(CCNC(=O)c2noc(-c3ccc(F)cc3)n2)cc1OC	11%
O=C(O)c1nn(CCOc2cccc(Br)c2)c(=O)c2ccccc12	-14%
CCN(CC)S(=O)(=O)c1cc(NC(=S)Nc2ccccc2F)ccc1C	2%
CCc1nnc2c(Nc3ccccc3Br)nc3ccccc3n12	9%
